Screening results as filed in PubChem.
Myeloid diff MLP – myeloid differentiation induction. ER-HoxA9 myeloid progenitors, lysozyme-GFP differentiation, flow cytometry. 1% of 360,000 active. AID 624256. calls only at 10 µM;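 active = normalized GFP-positive differentiation at or above the plate's own cutoff, the solvent-only control mean plus 3 SD; inconclusive = no clear call, values can overlap the other calls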;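 also: cells exposed to compound for four days before flow analysis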
TNAP activation fold – stimulation of alkaline phosphatase TNAP activity – biochemical, luminescent, no phosphate acceptor, uHTS, primary screen (AID 1001) | activation fold at 20 µM; hits with a dose series show EC50 in µM | 0.03% of 200,000 active | purified TNAP, luminescent activation assay, no phosphate acceptor; higher activation fold means a stronger effect; in the data active = activation fold from about 3, or a potency from the dose series; inactive = the rest, 99 in 100 with activation fold below about 1.6; also: many of its hits are not listed in these tables
PMI inhibitors – inhibitors of human PMI, primary screen, biochemical, fluorescence intensity, coupled assay (AID 1209); inhibition, % at 20 µM, or IC50 in µM where a hit was titrated; 0.42% of 190,000 active; purified PMI enzyme, coupled fluorescence intensity; higher % means a stronger effect;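 also: plate controls were DMSO vehicle for no effect and wells lacking substrate for full effect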
WT yeast gro inh – growth inhibition of WT yeast, mitochondrial fusion screen. inhibition, % at 10 µM. mitochondrial fusion phenotypic screen, WT strain. AID 1362. 2.1% of 190,000 active; in the data active = inhibition above about 58%; tested in S. cerevisiae
UTI89 phage lysis – inhibition of K1F phage lysis, E. coli UTI89, bacterial capsule biogenesis inhibitors, alamar blue (AID 488966) | E. coli UTI89 K1F phage lysis, alamar blue, 2 h; higher % means a stronger effect | 0.02% of 340,000 active | inhibition, % at 100 µM; hits with a dose series show IC50 in µM;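 active = phage lysis inhibition, versus mean bacterial control, above a set limit; inconclusive = no clear call, values can overlap the other calls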;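 also: capsule biogenesis inhibitors block K1F phage lysis so surviving cells raise fluorescence; higher fluorescence means more inhibition of phage lysis; actives were called in the ten point dose series up to 300 µM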
M1AAP inhibition – malaria alanyl aminopeptidase activity blockers – biochemical, fluorogenic H-Leu-NHMec substrate, 1536-well (AID 1445) | recombinant M1AAP, H-Leu-NHMec fluorogenic kinetic assay; higher % means a stronger effect | 0.42% of 220,000 active | inhibition, % at 30 µM; hits with a dose series show IC50 in µM;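 active = primary inhibition above the hit cutoff, then over 50% inhibition at one or more dose response concentrations, cut at about 23% in these data, passing the limit was not always enough; inconclusive = conflicting primary data, or primary hits not chosen for dose response; inactive = low primary inhibition, or under 50% at every dose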;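 also: plate controls were DMSO full reaction for no effect and no enzyme background for full effect; strong numbers were not always called active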
CSM14.1 death rescue – rescue of cells from ER stress-induced death, primary screen, 384-well, CSM14.1, thapsigargin, ATP luminescence (AID 1222); CSM14.1 thapsigargin-induced death rescue, ATP luminescence; higher % means a stronger effect; one-dose cellular ATP content (survival), % at 20 µM; EC50 in µM for titrated hits; 190,000 tested, under 10 active;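 active = EC50 below 50 µM in the dose-response confirmation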;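 also: death triggered by thapsigargin at about 15 µM added after 2 h compound pretreatment; cell ATP read after overnight thapsigargin exposure of roughly 18 to 22 hours; normalized against plate controls of thapsigargin alone and 5% DMSO vehicle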
Lipid droplet – modulators of hepatic lipid droplet formation. AML12 mouse hepatocytes, oleate lipid droplets, BODIPY imaging. inhibition, % at 6.5 µM. 0.4% of 240,000 active. AID 1656;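 active = lipid droplet intensity inhibited by at least 50%, with more than 500 cells counted; inconclusive = wells with under 300 cells, treated as cytotoxic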
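System: AML12 hepatocytes (mouse). Probe or stimulus: oleic acid at 100 µM to induce lipid droplet formation. Times: overnight treatment with compound plus oleate. Detection: Image-based BODIPY and DAPI two-channel analysis. Evaluation: percent inhibition of filter-corrected integrated lipid droplet intensity per well.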
human PMI inhibitors – human PMI inhibitors, high substrate, primary screen, biochemical, fluorescence intensity, high mannose 6-phosphate (AID 1220); 0.66% of 190,000 active; recombinant PMI enzyme, coupled fluorescence intensity; higher % means a stronger effect; inhibition, % at 20 µM; hits with a dose series show IC50 in µM
WT yeast gro inh mutant strain – recorded beside WT yeast gro inh, whose call it bears; inhibition, %; mitochondrial fusion phenotypic screen, mutant strain inhibition
Lipid droplet cells 6.5 µM – recorded beside Lipid droplet, whose call it bears; cell count; measured here: cell count, cytotoxicity flag;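 cells counted across two imaged fields per well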
Myeloid diff MLP GFP+ MAC1+ % – also measured in Myeloid diff MLP; calls as there; GFP+ MAC1+ double positive, %; measured here: differentiation confirmed by MAC1 staining
An asterisk follows results filed as active; i = inactive; ? = inconclusive; / = no result given; [ ] = remark or other dose. Rule as the data show it, unless noted: active = inhibition above about 50%; inactive = the rest.

SMILES	Myeloid diff MLP	Myeloid diff MLP GFP+ MAC1+ %	TNAP activation fold	PMI inhibitors	WT yeast gro inh	WT yeast gro inh mutant strain	UTI89 phage lysis	M1AAP inhibition	CSM14.1 death rescue	Lipid droplet	Lipid droplet cells 6.5 µM	human PMI inhibitors
CCC(Sc1nc2cc3c(cc2c(=O)n1Cc1ccco1)OCO3)C(=O)NCCOC (stereo unspecified)	i	0.6	1.1	0%	18	20	-0.4%	4%	-0.8%	/	/	10%
Cc1ccc(S(=O)(=O)/C=C2\NC(=O)CS2)cc1	i	0.5	1.1	11%	-1	-2	1.5%	3%	-4.0%	3	775	10%
COCCNC(=O)/C(C#N)=C/c1cccc(/C=C(\C#N)C(=O)NCCOC)c1	i	0.9	1.1	-15%	-14	-6	2.1%[50 µM]	3%	-0.3%	-19	637	-15%
COc1ccc(CNC(=O)CSCc2c(F)cccc2Cl)cc1	i	0.8	1.1	15%	5	-1	0.1%[50 µM]	7%	-0.5%	-22	695	16%
Cc1cc(=O)[nH]c(-c2cccs2)n1	i	0.6	/	/	/	/	-1.6%	3%	/	-3	722	/
Cc1cc2n(n1)SC(Nc1cccc3ccccc13)N2 (stereo unspecified)	i	0.7	1.4	56%*	5	-11	0.9%	0%	-1.8%	8	741	54%*
CC(=O)Nc1ccc(NC(=O)CSC2=NCCS2)cc1	i	0.7	1	-20%	14	3	0.0%	3%	-3.4%	/	/	0%
COc1cccc(C2C=C(c3ccc(OC)cc3OC)Nc3nnnn32)c1 (stereo unspecified)	i	0.7	1.1	1%	56	-8	0.2%	6%	0.5%	/	/	1%
CCOC(=O)N1CCN(C(=O)Nc2ccc3nccnc3c2)CC1	i	7.5	1.1	21%	-4	2	0.3%	3%	-3.2%	1	723	55%*
Cc1ccc(C(NC(=O)NC(C)c2ccccc2)C(Cl)(Cl)Cl)cc1F (stereo unspecified)	i	2.9	1.6	19%	64*	0.9*	1.6%[50 µM]	17%	5.1%	14	619	20%
CC(=O)C1=C(C)NC2=C(C(=O)CC(C)(C)C2)C1C (stereo unspecified)	i	0.1	1.1	-10%	-4	0	0.4%	9%	-1.6%	-13	728	-9%
Clc1ccc(N2CCN(c3cnc4ccccc4n3)CC2)cc1	i	0.4	1	-6%	-1	2	0.2%	3%	8.6%	3	784	-10%
Nc1c2c(nc3ccc(Br)cc13)N(C1CCCCC1)CC2	/	/	1.1	6%	43	32	/	10%	-3.1%	0	632	14%
CC(C)Oc1ccc(C(=O)Nc2ccc(NC(=O)c3ccco3)c(Cl)c2)cc1	i	1.0	0.9	3%	-2	-8	0.1%	2%	-1.1%	/	/	0%
CCOC(=O)C1CCN(c2nc(N)c3c(N)nc(SCC(=O)O)cc3c2C#N)CC1	i	0.8	/	/	/	/	0.4%	?	/	-9	730	/
N#Cc1ccc[n+](CC(=O)c2ccc(NC(=O)c3ccccc3)cc2)c1	i	0.3	/	/	/	/	0.1%	8%	/	0	666	/
c1cncc(-c2nc(N3CCOCC3)c3c4c(sc3n2)CCC4)c1	i	0.9	1	5%	-15	-4	0.4%	-3%	0.5%	-11	646	1%
Cc1[nH]nc(-c2ccc(O)cc2O)c1-c1nc2ccccc2s1	i	0.2	1.1	0%	-15	-1	-3.1%	1%	2.3%	-4	759	1%
O=C(Cn1cnc2c(nnn2Cc2ccc(F)cc2)c1=O)NCc1ccc2c(c1)OCO2	i	1.1	1.1	-9%	-11	3	0.1%	1%	-2.2%	0	739	1%
N#Cc1cc([N+](=O)[O-])ccc1N1CCN(c2ccccc2O)CC1	i	0.5	1	-10%	29	18	0.2%	7%	0.4%	0	752	11%

Continued; the last four above are carried over.
SMILES	Myeloid diff MLP	Myeloid diff MLP GFP+ MAC1+ %	TNAP activation fold	PMI inhibitors	WT yeast gro inh	WT yeast gro inh mutant strain	UTI89 phage lysis	M1AAP inhibition	CSM14.1 death rescue	Lipid droplet	Lipid droplet cells 6.5 µM	human PMI inhibitors
c1cncc(-c2nc(N3CCOCC3)c3c4c(sc3n2)CCC4)c1	i	0.9	1	5%	-15	-4	0.4%	-3%	0.5%	-11	646	1%
Cc1[nH]nc(-c2ccc(O)cc2O)c1-c1nc2ccccc2s1	i	0.2	1.1	0%	-15	-1	-3.1%	1%	2.3%	-4	759	1%
O=C(Cn1cnc2c(nnn2Cc2ccc(F)cc2)c1=O)NCc1ccc2c(c1)OCO2	i	1.1	1.1	-9%	-11	3	0.1%	1%	-2.2%	0	739	1%
N#Cc1cc([N+](=O)[O-])ccc1N1CCN(c2ccccc2O)CC1	i	0.5	1	-10%	29	18	0.2%	7%	0.4%	0	752	11%
COc1ccc(C(=O)NC2CCN(C(=S)NCCc3ccccc3)CC2)cc1	i	0.4	1	20%	2	9	-1.2%	-1%	0.8%	12	744	14%
Cc1cc(OCCn2ccnc2)cc(C(C)C)c1	i	0.6	1	6%	45	36	0.6%	0%	-1.8%	-25	565	-3%
Cc1nc(SCc2ccc([N+](=O)[O-])cc2)nc2ccccc12	i	3.9	1	12%	12	2	5.4%	4%	0.6%	-5	709	11%
Cc1cccc(N2C(=O)c3cccnc3C2=O)c1	i	2.0	1.1	12%	-3	2	-0.7%	1%	-2.1%	/	/	8%
CCNc1nc(C(=O)O)nc(N2CCOCC2)n1	i	0.4	1	1%	6	13	-0.2%	-1%	3.4%	-8	676	4%
Cc1nn(C2CCS(=O)(=O)C2)c(Cl)c1/C=C/C(=O)OCC(=O)c1cc(C)n(-c2ccc(F)cc2)c1C (stereo unspecified)	i	0.8	1	10%	10	-11	-0.1%	-2%	-3.7%	16	639	9%
COc1ccc(Cl)cc1NC(=O)CN1CCCCCC1	i	0.6	1.1	-3%	2	6	0.1%	3%	/	-1	751	5%
O=C(Cn1cnc2c(nnn2Cc2ccc(F)cc2)c1=O)Nc1cccc(F)c1	i	0.1	1	7%	-5	0	1.7%	1%	1.3%	-2	648	4%
COc1ccc(NCC(=O)N/N=C/c2ccc3c(c2)OCCO3)cc1	i	0.8	1.1	23%	-45	-19	3.8%	0%	-0.1%	-20	528	25%
O=C(C1=C[C@H](c2ccc(C(F)(F)F)cc2)C[C@H](OCc2ccc(CO)cc2)O1)N1CCN(Cc2ccc3c(c2)OCO3)CC1	i	2.2	1	25%	48	3	0.6%	2%	12%	-13	706	20%
O=C(Cc1ccccc1)NCC(=O)OCC(=O)c1ccc(OC(=O)c2ccccc2)cc1	i	23	1.1	3%	-46	-17	1.7%	1%	-2.7%	/	/	3%
CC(C)(C)NS(=O)(=O)c1ccc(NC(=O)Cc2ccccc2[N+](=O)[O-])cc1	i	0.3	1	0%	0	-2	-1.3%	12%	-1.0%	-9	736	4%
Cc1ccc(-c2c[n+](CC(=O)OCc3ccccc3)c3n2CCC3)cc1	i	0.4	1	-8%	-13	1	2.9%	1%	-2.6%	22	632	-4%
COc1ccc(C2CC2/C(=N/O)c2ccccn2)cc1 (stereo unspecified)	i	0.5	0.5	-15%	14	-8	-0.5%	1%	-0.6%	3	733	-14%
Cc1ccc(Oc2c(C)nc(-c3ccccc3)[nH]c2=O)cc1	i	0.3	/	/	/	/	0.7%	-4%	/	-58	717	/
CC1=NN(C(=O)c2ccccc2Br)C(O)(c2cccnc2)C1 (stereo unspecified)	i	1.0	1.1	-8%	45	-5	0.0%	12%	1.2%	/	/	-4%
Cc1ccc(S(=O)(=O)N/N=C\c2cc3c(cc2Br)OCO3)cc1	i	0.4	1	-42%	4	8	2.1%	-1%	-0.9%	-8	533	6%
Cc1csc(NC(=O)c2cc(=O)[nH]c3ccccc23)n1	i	0.6	/	/	/	/	0.2%	10%	/	-20	674	/
CC1Cc2nc(SCC(=O)N3CCCc4ccccc43)n(C)c(=O)c2S1 (stereo unspecified)	i	8.4	1	-13%	5	1	-1.1%	4%	-1.2%	-25	673	-10%
Cc1ccc(SC(=O)c2c([N+](=O)[O-])c(C)nn2C)cc1	i	0.9	/	/	/	/	0.7%	-12%	/	-11	594	/
Cc1noc(NS(=O)(=O)c2ccc(N/C=C/C(=O)c3ccncc3)cc2)c1C	i	0.8	1	-6%	18	22	6.8%	13%	-4.1%	7	760	-13%
COCCCNC(NC(=O)c1ccc(Br)cc1)C(Cl)(Cl)Cl (stereo unspecified)	i	1.0	1.1	3%	-18	-8	7.1%	10%	5.9%	-9	635	-4%
Cc1cnc(NC(=O)CSc2nnc(CNc3ccc(F)cc3)n2CC2CCCO2)s1 (stereo unspecified)	i	4.9	0.9	-11%	1	-10	1.0%	7%	-2.8%	/	/	-6%
CCOc1cc(N2CCOCC2)c(OCC)cc1NC(=O)CN1C(=O)NC(CC(C)C)C1=O (stereo unspecified)	i	0.5	1	0%	4	3	0.1%	3%	/	3	672	6%
COc1ccc(C(=O)Cn2nnc(-c3ccccc3F)n2)cc1	i	2.0	1	-12%	-12	-6	4.0%	3%	0.0%	/	/	-10%
Cc1ccc(C)c(OCCCN2CCCC2)c1	i	0.5	1.1	11%	0	-5	8.6%	-6%	/	0	681	2%
Cc1csc(NC(=O)C2=NN(c3ccccc3)C(=O)CC2)n1	i	0.2	1	-14%	7	12	-1.1%	16%	-1.9%	-2	615	-10%
Cc1c(NC(=O)CN2C(=O)C3C4C=CC(C4)C3C2=O)c(=O)n(-c2ccccc2)n1C (stereo unspecified)	i	0.4	1.1	6%	-5	-5	0.4%	3%	-0.7%	/	/	4%
CC(C)(C)OC(=O)NCCCCCNC(=O)c1[nH]cnc1C(=O)N[C@@H](CCCCNC(=O)OC(C)(C)C)C(=O)OC(C)(C)C	?	/	1.1	19%	16	2	0.0%	-13%	-1.4%	-2	689	13%
CN(C1CCS(=O)(=O)C1)S(=O)(=O)c1cccc2nsnc12 (stereo unspecified)	i	0.9	1.1	-1%	-1	-2	2.0%[50 µM]	4%	0.8%	/	/	-4%
Cc1cc(C)nc(SCC(=O)N2CCCCC2)n1	i	1.1	1.2	-10%	0	1	0.9%	11%	-0.1%	/	/	-2%
COc1cc(C(=O)NC(=S)Nc2cccc(-c3cc4ccccc4oc3=O)c2)cc(OC)c1OC	i	0.4	1	14%	-6	-2	1.0%	-2%	5.5%	/	/	7%
OCCCCNCc1ccc(OCc2ccccc2Cl)cc1	i	2.1	1.1	6%	45	65	6.1%	9%	-6.1%	/	/	14%
CCCCNC(=O)CNC(=S)N(Cc1ccc(C)cc1)Cc1ccco1	i	0.5	1.2	41%	13	6	0.0%	2%	-1.6%	-3	771	22%
